Compound activity (PubChem)
NOD2 inhibition = NOD2 signaling inhibitors, cell-based, luminescence, uHTS, HEK293 (AID 1566) | HEK293 NOD2/NF-kB luciferase reporter, luminescence; higher % means a stronger effect | 290,000 compounds, 0.63% hits | inhibition, % at 4 µM, or EC50 in µM where a hit was titrated; further: many of its hits are not listed in these tables
Lipid droplet = modulators of hepatic lipid droplet formation. AML12 mouse hepatocytes, oleate lipid droplets, BODIPY imaging. inhibition, % at 6.5 µM. 240,000 compounds, 0.4% hits;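 active means lipid droplet intensity inhibited by at least 50%, with more than 500 cells counted; inconclusive means wells with under 300 cells, treated as cytotoxic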
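Material – mouse AML12 hepatocyte cell line, fixed after treatment · Compound dosing – one dose, 6.5 µM compound · Times – compound with oleate, overnight · Measured by – Image-based BODIPY and DAPI two-channel analysis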
LYP inhibition = PTPN22 lymphoid phosphatase activity blockers – biochemical, fluorescence intensity, uHTS (AID 1779). recombinant LYP phosphatase, fluorescence intensity; higher % means a stronger effect. inhibition, % at 11.5 µM; hits with a dose series show IC50 in µM. 290,000 compounds, 0.054% hits;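 further: plate controls were vehicle with enzyme for no effect and no enzyme for full effect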
P. falciparum M17LAP = P. falciparum M17LAP inhibitors, primary screen, biochemical, fluorogenic H-Leu-NHMec substrate, 1536-well (AID 1619); recombinant M17LAP, H-Leu-NHMec fluorogenic kinetic assay; higher % means a stronger effect; inhibition, % at 30 µM; hits with a dose series show IC50 in µM; 220,000 compounds, 0.38% hits;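 active means compound inhibiting the enzyme by more than half at any dose during confirmatory dose-response retesting; inconclusive means strong single-dose inhibitors picked by rank but not retested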;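 further: plate controls were full reaction with DMSO carrier for no effect and no enzyme background for full effect; strong numbers were not always called active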
AID2073 = disruptors of CaV2.2 binding to Mint1 – biochemical, HTRF (AID 2073). HTRF protein-protein interaction, Mint1-CaV2.2; higher % means a stronger effect. one-dose inhibition, % at 20 µM; IC50 in µM for titrated hits. 290,000 compounds, 0.19% hits; in the data active means inhibition mostly above about 51%, no sharp cut-off; inconclusive means no clear call, values can overlap the other calls; inactive means mostly below about 53%; further: some results filed as inactive read as strong as hits
XIAP displacement = small molecules displacing peptide from XIAP – biochemical, IAP family, fluorescence polarization (AID 1018). XIAP BIR domain, fluorescence polarization peptide displacement; higher % means a stronger effect. one-dose displacement, % at 20 µM; IC50 in µM for titrated hits. 200,000 compounds, 0.007% hits; in the data active means displacement above about 50%; further: a part of the inactive calls stands beside numbers as strong as those of hits
ER stress rescue = protection against thapsigargin-triggered cell killing – 384-well, CSM14.1, ATP luminescence, primary screen (AID 1222) | CSM14.1 thapsigargin-induced death rescue, ATP luminescence; higher % means a stronger effect | one-dose cellular ATP content (survival), % at 20 µM; EC50 in µM for titrated hits | 190,000 tested, under 10 active;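 active means EC50 below 50 µM in the dose-response confirmation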;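 further: death triggered by thapsigargin at about 15 µM added after 2 h compound pretreatment; cell ATP read after overnight thapsigargin exposure of roughly 18 to 22 hours; normalized against plate controls of thapsigargin alone and 5% DMSO vehicle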
Siah-1 displacement = blockers of Siah-1 interaction with plectin peptide – biochemical, fluorescence polarization, rhodamine-plectin, uHTS, primary screen (AID 1817). Siah-1 / rhodamine-plectin peptide fluorescence polarization; higher % means a stronger effect. one-dose displacement, % at 20 µM; IC50 in µM for titrated hits. 290,000 compounds, 0.02% hits;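 active means displacement of at least 50% at 20 µM, with a fluorescence ratio check between 0.3 and a set limit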;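 further: plate controls were Siah plus tracer with DMSO for no effect and tracer alone without Siah for full effect; strong numbers were not always called active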
P. falciparum M1AAP = P. falciparum M1AAP inhibitors, biochemical, fluorogenic H-Leu-NHMec substrate, 1536-well (AID 1445); one-dose inhibition, % at 30 µM; IC50 in µM for titrated hits; recombinant M1AAP, H-Leu-NHMec fluorogenic kinetic assay; higher % means a stronger effect; 220,000 compounds, 0.42% hits;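 active means primary inhibition above the hit cutoff, then over 50% inhibition at one or more dose response concentrations, cut at about 23% in these data, passing the limit was not always enough; inconclusive means conflicting primary data, or primary hits not chosen for dose response; inactive means low primary inhibition, or under 50% at every dose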;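 further: plate controls were DMSO full reaction for no effect and no enzyme background for full effect; strong numbers were not always called active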
Lipid droplet cells 6.5 µM = recorded beside Lipid droplet, whose call it bears; cell count; measured here: cell count, cytotoxicity flag;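 cells counted across two imaged fields per well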
Numbers without * were called inactive; ? = inconclusive; . = no result given. Unless noted, no stated cut-off is given here; in the data, active means inhibition above about 50%; inactive means the rest. Not all compounds are listed; count on the stated rates, not on these rows.

Each structure is followed by: NOD2 inhibition, Lipid droplet, Lipid droplet cells 6.5 µM, LYP inhibition, P. falciparum M17LAP, AID2073, XIAP displacement, ER stress rescue, Siah-1 displacement, P. falciparum M1AAP
O=C(NCCCN1CCN(c2ccccc2)CC1)Nc1ccccc1C(F)(F)F
→ -8%, -7, 798, -5%, -9%, 0%, -0.6%, -0.2%, 1%, 6%
CCC1(c2ccc(F)cc2)NC(=O)N(CC(=O)Nc2ccccc2Cl)C1=O (stereo not drawn)
→ -13%, -4, 818, -10%, ., 9%, ., ., -2%, .
COc1cc(C(=O)OC2CCOC2=O)c([N+](=O)[O-])cc1OC (stereo not drawn)
→ 3%, -7, 797, -6%, ., 17%, ., ., 2%, .
CCn1c(SCc2ccc(F)cc2)nc2ccccc2c1=O
→ 22%, 2, 736, -5%, ., 6%, ., ., -7%, .
Cn1sc(NC(=O)c2cccc(Cl)c2)nc1=O
→ -26%, ., ., 1%, 12%, 10%, -1.8%, -1.7%, 1%, 14%
CCOC(=O)N1CCN(C(=O)C2CCCN(S(=O)(=O)c3cccnc3)C2)CC1 (stereo not drawn)
→ 16%, ., ., -2%, -9%, 2%, -3.4%, 1.9%, -4%, 3%
COCCCn1c(SCC(=O)NNC(=O)c2cccc(O)c2)nnc1-c1ccncc1
→ 18%, -8, 738, -14%, 1%, 6%, -6.0%, -0.7%, -1%, 3%
CCOC(=O)/C=c1\s/c(=C\c2ccc3cc(OC)ccc3c2)c(=O)n1CC(=O)NCc1ccc2c(c1)OCO2
→ -7%, ., ., -1%, -2%, ?, -6.0%, 1.4%, 0%, 9%
O=C(NCC1CCCO1)C1CC(c2ccccc2Cl)=NO1 (stereo not drawn)
→ -9%, 1, 780, -4%, 6%, 8%, -6.9%, -1.6%, 6%, 2%
Cc1cccc2cc(C3CC(c4ccco4)=NN3S(C)(=O)=O)c(Cl)nc12 (stereo not drawn)
→ 0%, -4, 727, 4%, 5%, -2%, ., ., -3%, 7%
CCOc1cc2[nH]c(=S)n(CC3CCCO3)c(=O)c2cc1OCC (stereo not drawn)
→ 16%, 9, 688, 0%, -6%, -62%, -9.8%, 3.8%, 0%, -3%
COc1ccc(CCNC(=O)CCCNC(=O)Cn2cnc3sc(C)c(C)c3c2=O)cc1OC
→ -5%, 18, 715, -1%, 17%, -4%, -4.4%, 0.0%, 7%, -3%
CCn1cc(Br)c(C(=O)NC(=S)Nc2ccc(C(=O)OC)cc2)n1
→ 0%, -3, 685, 65%*, 10%, 3%, -10%, -1.6%, -2%, -1%
CC1=NN(C(=O)c2ccccc2F)C(O)(c2ccc(Cl)cc2)C1 (stereo not drawn)
→ 0%, 2, 815, -10%, ., 2%, ., ., 19%, .
O=C(CSc1ccccc1)Nc1ccc2c(c1)OCO2
→ -54%, 14, 841, -8%, ., -2%, ., ., -3%, .
NC(=S)N/N=C/c1ccc(-c2ccc(Cl)c(Cl)c2)o1
→ -97%, -2, 763, -10%, -59%, -4%, -6.4%, -1.7%, -4%, 10%
CN(C)c1cccc(C(=O)NCC2CCCO2)c1 (stereo not drawn)
→ -16%, 5, 729, -12%, 6%, -5%, -5.5%, 0.3%, 3%, 3%
O=C(O)CCN1C(=O)c2ccncc2C1=O
→ 14%, ., ., -12%, -4%, -7%, -4.7%, -1.4%, -2%, -3%
O=C(NC1CC2CCCC(C1)N2C(=O)Nc1ccc(F)cc1)c1ccccc1 (stereo not drawn)
→ -9%, -9, 754, -10%, ., 1%, ., ., 5%, .
CC(C)Oc1ccc(S(=O)(=O)N2CCOCC2)cc1NC(=O)CN1C(=O)NC2(CCCC2)C1=O
→ -3%, 5, 706, -2%, ., -4%, ., ., -1%, .
Cc1cc(C)nc(NC(=NCCc2c[nH]c3ccccc23)NC(=O)Nc2ccc(Cl)c(Cl)c2)n1
→ 7%, -4, 664, 6%, -15%, 1%, -7.6%, -1.0%, 2%, 6%
O=C(CN1CCN(c2ccccn2)CC1)Nc1cc(F)ccc1F
→ -19%, 2, 868, 3%, ., 11%, ., ., -3%, .
COc1ccc(N2CCC(CNC(=O)Nc3ccc(C)c(C)c3)C2)cc1 (stereo not drawn)
→ -6%, ., ., 1%, -13%, -11%, -20%, -5.3%, -7%, 7%
O=C(O)c1cccc([N+](=O)[O-])c1C(=O)Nc1ccc2ccccc2c1
→ 6%, ., ., -2%, ., 5%, ., ., 0%, .
COc1cccc(C(=O)NCCN2CCN(c3ccccc3)CC2)c1
→ -17%, 2, 836, -10%, ., 6%, ., ., -3%, .
C=C(C)Cn1c(SCC(=O)NCc2ccco2)nc2sc3c(c2c1=O)CCC3
→ 2%, -7, 836, -4%, 7%, -6%, -4.2%, 2.9%, 3%, 3%
COc1cc(/C=N/Nc2ccc(Cl)c(C(=O)O)c2)ccc1OC(=O)c1cccs1
→ -25%, 16, 726, 6%, 55µM*, 9%, -3.0%, 0.2%, -3%, 13%
Cn1c2ccccc2c2nnc(SCC(=O)Nc3cccc(C(=O)O)c3)nc21
→ 19%, 5, 429, -3%, ., 10%, ., ., 2%, .
COc1ccc(N2CCN(C(=O)CCNS(=O)(=O)c3ccccc3)CC2)cc1
→ 17%, -7, 679, 7%, 2%, 5%, -6.5%, -1.9%, 12%, 0%
CCNS(=O)(=O)c1ccc(CCC(=O)NCc2cccnc2)cc1
→ -1%, 0, 801, -11%, ., -6%, ., ., 10%, .
COc1ccccc1NC(=O)CSc1nnc(C2CCCCC2)n1-c1ccccc1
→ -3%, -15, 647, -4%, 17%, 11%, ., ., 4%, 1%
Cc1nc(N)sc1-c1csc(Nc2ccccc2)n1
→ -30%, -6, 687, -7%, 4%, 21%, 4.7%, -3.3%, 3%, 10%
CC1(C)Cc2nc(Cl)c(C(N)=O)cc2CO1
→ 15%, -8, 695, -4%, 0%, 2%, ., ., 8%, -1%
Cc1ccc(CCNC(=O)CCSCc2ccc(Cl)cc2)cc1
→ 14%, -15, 652, -5%, 10%, -6%, -15%, 0.7%, 1%, 8%
COC(=O)c1cc(C(C)=O)n2ccccc12
→ 1%, -18, 757, -6%, 10%, 26%, -1.1%, -1.0%, 2%, 9%
Nc1cc(Cl)ccc1Nc1ccncc1
→ -6%, 26, 682, -8%, ., 27%, ., ., 9%, .
CC1CC(C)CN(C(=O)CCCn2c(=O)c3cccn3c3cccnc32)C1 (stereo not drawn)
→ 20%, 14, 717, -8%, ., 10%, ., ., 1%, .
c1cncc(Oc2cccc(Oc3cccnc3)c2)c1
→ 5%, 0, 664, -3%, -3%, -5%, -3.2%, -0.7%, 7%, 3%
CCOC(=O)c1c(C(=O)OCC)c(C)n(N2C(=O)CSC2=S)c1C
→ 4%, 9, 788, -5%, 8%, 3%, -40%, -1.6%, 0%, 10%
O=C(COC(=O)c1cc(Br)c(Br)s1)NCCC1=CCCCC1
→ 23%, -1, 716, -9%, -8%, 7%, -11%, -0.3%, 8%, 2%
COc1ccc(CCNS(=O)(=O)c2cc(/C=C/C(=O)O)ccc2C)cc1OC
→ 14%, 5, 716, -5%, 6%, -2%, -6.7%, -0.6%, 5%, 6%
COc1ccc(-c2ccnc3nc(N4CCOCC4)nn23)cc1
→ -3%, ., ., -8%, -54%, 49%, -6.4%, 2.7%, -3%, 14%
CCc1nnc(NC(=O)CSc2nnc(-c3ccncc3)n2C)s1
→ 12%, 16, 727, -8%, 22%, 12%, -5.9%, -0.6%, 2%, 0%
COc1ccc(/C=N/NC(=O)c2cccc(C(=O)N/N=C/c3ccc(OC)c(OC)c3)n2)cc1OC
→ 6%, 0, 789, -12%, ., ?, ., ., 8%, .
CC(c1ccc(C(C)(C)C)cc1)S(=O)CC(O)CO (stereo not drawn)
→ 8%, 17, 715, -2%, -7%, 2%, 0.8%, -1.1%, -1%, 4%
Cc1c(/C=N/NC(=O)c2ccc(O)cc2)c2ccccn2c1C(=O)c1ccc(F)cc1
→ 7%, -25, 325, -5%, -2%, 24%, -2.0%, -3.9%, 4%, 12%
O=C(COc1ccccc1[N+](=O)[O-])NNC(=O)Nc1cccc2ccccc12
→ 3%, 35, 672, -5%, 13%, -4%, -1.8%, -0.5%, 0%, 11%
COc1cc2c(C(=O)NCc3ccccn3)cn(CC(C)C)c(=O)c2cc1OC
→ 16%, 3, 679, -11%, 5%, 1%, -5.9%, ., 2%, 2%
CC(C)CNc1ncnc2c1cnn2Cc1ccc(Cl)cc1
→ -11%, 2, 616, -7%, 5%, -9%, ., ., 1%, 4%
CCCOC(=O)C1C2C=CC(C2)C1C(=O)OCC(=O)c1ccccc1 (stereo not drawn)
→ -8%, -11, 858, -5%, 5%, 2%, -6.1%, -3.5%, -6%, 12%
CCc1nc(C)cn1S(=O)(=O)c1cc(F)ccc1OC
→ 20%, 11, 811, -12%, -17%, -4%, -7.2%, 1.9%, 0%, 2%
COc1ccccc1N1CCN(S(=O)(=O)c2c(C)sc3ncn(CC(=O)NCCN(C)C)c(=O)c23)CC1
→ 7%, 8, 759, -9%, ., -8%, ., ., 6%, .
Cc1ccc(NC(=O)COc2cccc(/C=C3\SC(=S)N(CCC(=O)O)C3=O)c2)cc1Cl
→ 9%, -5, 687, 10%, 36%, -2%, ., ., 45%, 20%
C/C(=N\NC(=O)Cn1nnc2ccccc21)c1ccco1
→ -14%, -28, 702, -8%, 7%, -9%, -4.4%, -0.1%, 2%, -4%
O=C1CC(c2ccc(F)cc2)Cc2nc(N3CCOCC3)ncc21 (stereo not drawn)
→ 9%, -2, 737, 6%, 4%, -8%, -1.6%, -3.3%, 0%, 3%
COC(=O)C(NC(C)=O)(Nc1ccccc1)C(=O)OC
→ 10%, -1, 736, -11%, -8%, 12%, 0.6%, 1.1%, -4%, -3%
CN(C)S(=O)(=O)c1ccc(N2CCCC2)c(C(=O)NCc2cccc(C(F)(F)F)c2)c1
→ 12%, 14, 787, -3%, -6%, 16%, -1.6%, -0.3%, 1%, 10%
